CYP2C9 inh = human CYP2C9 inhibition; CYP2C9 Supersomes, luciferin-H conversion, luminescence; AID 777; hit rate 20% among 96,000; inhibition, % at 5 µM; P11712;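 active means blocking of liver enzyme CYP2C9 beyond about 50% at 5 µM, limit read from the data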; further: values of inactives mirror those of a sister screen read the other way
PTPN22 act = activators of human LYP (PTPN22) phosphatase | recombinant LYP, DiFMUP fluorescence; 0 = plate median, 100 = signal doubled | activation, % at 2 µM | Q9Y2R2 | hit rate 0.11% among 96,000;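 active means activation at 2 µM above a set limit, the mean plus 5 SD, cut at about 37% in these data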
Target sequence (Q9Y2R2 whole entry, looked up): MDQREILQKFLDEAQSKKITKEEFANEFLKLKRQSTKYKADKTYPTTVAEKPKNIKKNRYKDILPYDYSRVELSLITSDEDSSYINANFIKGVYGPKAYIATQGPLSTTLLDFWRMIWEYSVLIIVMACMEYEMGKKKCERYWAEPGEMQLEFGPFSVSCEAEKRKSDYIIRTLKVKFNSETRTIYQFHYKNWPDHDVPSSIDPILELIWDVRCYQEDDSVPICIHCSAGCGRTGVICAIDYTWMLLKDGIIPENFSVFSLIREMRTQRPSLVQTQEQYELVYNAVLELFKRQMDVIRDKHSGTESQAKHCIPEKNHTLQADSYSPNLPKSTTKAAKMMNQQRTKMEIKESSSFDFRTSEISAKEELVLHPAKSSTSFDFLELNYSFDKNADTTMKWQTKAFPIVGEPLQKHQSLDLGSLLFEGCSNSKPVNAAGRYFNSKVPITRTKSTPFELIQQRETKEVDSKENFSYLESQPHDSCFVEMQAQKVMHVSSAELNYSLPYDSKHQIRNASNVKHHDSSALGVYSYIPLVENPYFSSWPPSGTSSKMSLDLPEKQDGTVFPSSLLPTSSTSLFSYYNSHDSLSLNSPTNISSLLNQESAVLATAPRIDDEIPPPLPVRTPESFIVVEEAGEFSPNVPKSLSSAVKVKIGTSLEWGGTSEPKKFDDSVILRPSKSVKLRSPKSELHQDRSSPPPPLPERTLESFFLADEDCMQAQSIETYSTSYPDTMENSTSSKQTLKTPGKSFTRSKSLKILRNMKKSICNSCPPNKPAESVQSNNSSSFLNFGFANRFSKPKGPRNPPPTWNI
CYP2C9 act = increases human cytochrome P450 2C9 activity; P11712; recombinant CYP2C9, luciferin-H conversion, luminescence; active compounds read high; factor 1 = untreated enzyme, 0 = blocked; activation factor at 5 µM; hit rate 1.4% among 96,000; AID 1024;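 active means activation factor of 2 or more for CYP2C9 at a 5 µM dose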;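 further: 0 = sulfaphenazole-blocked wells and 1 = vehicle-only wells; values of inactives mirror those of a sister screen read the other way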
PostGolgi ctrl = growth of the yeast control strain, post-Golgi counter-screen | inhibition, % at 10 µM | hit rate 5% among 98,000 | AID 738 | efflux-deficient yeast background strain, growth absorbance A615, 16 h
E coli WT exp = growth inhibitors of E. coli BW25113 wild type; growth inhibition, % at 100 µM; AID 710; hit rate 0.15% among 98,000; OD600 absorbance;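 active means growth inhibition above about 50% at one test dose, limit read from the data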;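 further: growth measured after 20 h incubation at 37 °C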
PostGolgi yeast = growth inhibition of a yeast mutant, post-Golgi transport screen. post-Golgi transport phenotypic cell assay. inhibition, % at 10 µM. hit rate 0.9% among 98,000. AID 739;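 further: yeast cells grown in 1536-well plates; yeast grown about 18 h at 30C before absorbance read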
DAT uptake mod = modulates human dopamine transporter uptake under cocaine. Q01959. AID 449768. hit rate 1.3% among 110,000. LLC-PK1 hDAT cells, [14C]-dopamine uptake with cocaine IC80; actives deviate in either direction. B-score at 10 µM;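 active means Z score or B-score, a plate-position-corrected score, falls beyond the plate's 99.7% confidence bounds, in either direction; inactive means both scores lie inside the 99.7% bounds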;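 further: scored against the spread of the other compound wells on the same plate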
PTK2B oligo ant = Pyk2 (human) oligomerization antagonism; Q293 cells, Pyk2 FERM NanoBiT luminescence; active compounds read low; z-score (the deposit names both 25 µM and 10 µM); hit rate 0.83% among 99,000; AID 1347419;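 active means Z-score of -3 or lower, scaled per plate to the spread of control and sample wells; inactive means z-score above -3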;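 further: negative z-score means lost luminescence so less FERM oligomerization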
LYP inh 2 = LYP (human) phosphatase inhibition | inhibition, % at 2 µM | Q9Y2R2 | hit rate 0.21% among 96,000 | recombinant LYP catalytic domain, DiFMUP fluorescence | AID 640;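 active means inhibition at 2 µM at or above a set limit, the screen mean plus 3 SD, cut at about 24% in these data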;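 further: 0% = DMSO with enzyme and 100% = enzyme fully blocked by orthovanadate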
An asterisk follows results filed as active; nt = not tested or not shown. Unless noted, no stated cut-off is given here; in the data, active means inhibition above about 30%; inactive means the rest.

SMILES | CYP2C9 inh | PTPN22 act | CYP2C9 act | PostGolgi ctrl | E coli WT exp | PostGolgi yeast | DAT uptake mod | PTK2B oligo ant | LYP inh 2
COc1ccc(N2CCN(C(=O)C3CCC(Cn4c(=S)[nH]c5ccccc5c4=O)CC3)CC2)cc1 (centres undefined) | 81* | nt | 0.2 | 23 | -16 | 7 | 0.93 | -0.14 | nt
Cc1ccc(N2CC(C(=O)NC3CCSC3=O)CC2=O)cc1 (centres undefined) | 15 | -2 | 0.9 | 2 | 8 | 2 | -0.37 | 0.41 | 3
O=C(NCCC1=CCCCC1)C1CC(=O)N(C2CCCCC2)C1 (centres undefined) | 10 | 6 | 0.9 | 11 | 3 | 3 | 0.63 | -0.22 | -8
Cn1nc(C(=O)N2CCc3ccccc3C2)c2ccccc2c1=O | 54* | 10 | 0.5 | 9 | 1 | -14 | 0.78* | -0.36 | -11
COc1ccc(NC(=O)N2CCn3c2nc2ccccc23)cc1 | 71* | -16 | 0.3 | 29 | -9 | -6 | 1.6 | -1.3 | 11
CC(C)Cc1nc(S(=O)(=O)c2ccc(Cl)cc2)c(N2CCOCC2)o1 | 4 | 7 | 1 | 2 | 0 | 6 | 0.0062 | -0.33 | -10
Cc1ccc2c(c1)cc(C)c1nnc(SCC(=O)NCc3ccco3)n12 | -29 | 1 | 1.3 | 14 | 2 | -4 | 0.45 | 0.32 | -4
Cc1ccc(Nc2nc(N)nc(CN3CCN(C(=O)c4ccco4)CC3)n2)cc1Cl | 85* | 6 | 0.2 | 6 | 0 | 4 | 2.4 | 0.94 | -5
O=C1NCCNC1(c1c[nH]c2ccccc12)C(F)(F)F (centres undefined) | 3 | -10 | 1 | 1 | 10 | 3 | 0.47 | nt | 8
CN(C)S(=O)(=O)Oc1cccc(C(=O)Nc2ccccc2Cl)c1 | 52* | -1 | 0.5 | 1 | 2 | 7 | 1.6 | -0.1 | 5
CC(=O)C1=C(O)C(=O)N(Cc2ccccc2)C1c1ccccc1F (centres undefined) | 6 | 7 | 0.9 | 27 | 1 | 6 | -0.58 | 0.5 | -4
Cc1ccc(-c2noc(CSc3nnc(CCc4ccccc4)n3-c3ccccc3)n2)cc1 | 76* | -6 | 0.2 | 18 | -14 | 2 | 0.099 | -0.22 | 5
COc1ccc(C(=O)C2CCCCC2=O)cc1 (centres undefined) | 3 | -8 | 1 | 5 | 5 | 4 | -0.32 | -0.45 | 4
CCOC(=O)c1oc2cccc(OCC(O)CNC(C)C)c2c1C (centres undefined) | 37 | -5 | 0.6 | -11 | 6 | 2 | nt | 0.02 | 4
O=c1c2c3nc4ccccc4nc3n(/N=C/c3ccco3)c2ncn1CCC1=CCCCC1 | 58* | nt | 0.4 | nt | nt | nt | 0.058 | 0.46 | nt
O=C(Nc1ccc(F)c(F)c1)NC1CCCCC1 | 46 | -6 | 0.5 | 9 | 17 | 10 | -0.55 | 0.37 | 5
C=CCn1c(=O)c2c3c(sc2n2c(Nc4ccc(C(=O)OCC)cc4)nnc12)CCCC3 | 36 | -13 | 0.6 | -4 | -10 | 2 | -0.54 | -0.17 | 11
CCOC(=O)C1CCN(CCC(=O)Nc2ccccc2Cl)CC1 | nt | -1 | nt | nt | nt | nt | -0.27 | 3.2 | 1
COc1ccccc1-n1nc(C(=O)Nc2ccc3c(c2)OCO3)c2ccccc2c1=O | 2 | nt | 1 | 4 | -16 | -1 | -0.65 | -1.4 | nt
O=c1o[nH]c(-c2ccccc2)c1C1=NCCCCC1 | nt | 8 | nt | 11 | -4 | 3 | -1.3 | 0.14 | -6
CNC(=O)CSc1nnc(-c2ccncc2)n1Cc1ccccc1 | 13 | 0 | 0.9 | -3 | 6 | -1 | 0.026 | -0.24 | -1
O=C(CCCCn1c(=O)c2ccccc2n(Cc2ccc(F)cc2)c1=O)NCc1ccco1 | 85* | -8 | 0.2 | 26 | -9 | -13 | 0.28 | -0.81 | 6
COc1ccccc1S(=O)(=O)Cc1ccc(C(=O)N2CCN(c3ccccn3)CC2)o1 | 51* | nt | 0.5 | -6 | -8 | -3 | 0.075 | nt | nt
O=C(CNS(=O)(=O)c1ccc(F)cc1)N1CCN(c2ccccc2)CC1 | -8 | 10 | 1.1 | -6 | 5 | 10 | -0.018 | 0.75 | -11
OCCCCCNc1ncnc2ccccc12 | nt | -12 | nt | nt | nt | nt | -0.19 | 1.3 | 11
Additional entries follow.
SMILES | CYP2C9 inh | PTPN22 act | CYP2C9 act | PostGolgi ctrl | E coli WT exp | PostGolgi yeast | DAT uptake mod | PTK2B oligo ant | LYP inh 2
COc1ccccc1CO/N=C/c1cccn1-c1nccc(N(C)C)c1C#N | 91* | 0 | 0.1 | 1 | -14 | 2 | -0.25 | -0.06 | 0
COC(=O)c1cc2oc(C)cc2n1CC(=O)Nc1cc(C)cc(C)c1 | 4 | -1 | 1 | 2 | -2 | -1 | -0.32 | -0.68 | 5
CN(C)/C=C/C(=O)c1ccc(N2CCN(c3ncc(C(F)(F)F)cc3Cl)CC2)cc1 | 17 | -7 | 0.8 | 25 | 8 | 2 | 0.41 | -0.68 | 8
CCOC(=O)c1sc(NC(=O)CSc2n[nH]c(-c3ccncc3)n2)c(C#N)c1C | 51* | 2 | 0.5 | -8 | -12 | -2 | -0.25 | -2.1 | 0
CCOC(=O)N1CCC(NC(=O)C2CCN(S(=O)(=O)N3CCCC3)CC2)CC1 | 6 | 1 | 0.9 | 4 | 1 | -9 | -0.18 | 0.97 | -3
COc1ccc(N2C(=O)CC(Sc3ncccc3C(=O)O)C2=O)cc1 (centres undefined) | 4 | 5 | 1 | -2 | 2 | 1 | -0.5 | 0.48 | -2
COC(=O)CSC1=C(C#N)C(c2cccc(F)c2)CC(=O)N1 (centres undefined) | 44 | 6 | 0.6 | 9 | -1 | 8 | -0.32 | 0.05 | -7
COC(=O)c1cc(-c2ccc(Br)cc2)n[nH]1 | 17 | 9 | 0.8 | 0 | 1 | -6 | 0.33 | -1 | -11
CS(=O)(=O)N(CC(=O)N1CCOCC1)Cc1ccccc1 | 2 | -4 | 1 | 5 | 5 | 2 | -0.23 | 0 | 1
Cc1sc2nc3n(c(=O)c2c1C)CCCS3 | 7 | 12 | 0.9 | 14 | 2 | 0 | -0.78 | -0.18 | -13
CCS(=O)(=O)N1CCC(C(=O)NC2CCCCC2)CC1 | -13 | -7 | 1.1 | 4 | 7 | -2 | 0.016 | 1.1 | 5
COc1ccc2cc3cc(C(=O)Nc4ccc5c(c4)OCO5)oc3nc2c1 | 33 | -18 | 0.7 | -3 | 1 | 4 | 1.6 | -0.74 | 16
CC(=O)NC(CCS(C)(=O)=O)C(=O)Nc1ccccc1 (centres undefined) | -8 | -1 | 1.1 | 13 | 3 | 0 | -0.9 | nt | 1
Cc1ccccc1NC(=O)CSc1nc2ccccc2o1 | 10 | 0 | 0.9 | 5 | -5 | -7 | -0.34 | 0.79 | 1
CCc1nnc(NC(=O)c2c(O)c3c([nH]c2=O)CCCC3)s1 | nt | 11 | nt | -4 | -4 | 0 | 0.2 | 0.32 | -9
CCOC(=O)C(CC)Sc1nc2c(cnn2-c2ccccc2)c(=O)[nH]1 (centres undefined) | 46 | 0 | 0.5 | 24 | -2 | -6 | 0.17 | nt | -1
COc1ccc(NC(C#N)c2ccc(OC)cc2)cc1 (centres undefined) | 12 | -2 | 0.9 | 13 | -9 | 15 | -1.3 | 0.18 | 4
C=C(C)C1CC=C(C)/C(=N/NC(=O)COc2ccc(C)cc2)C1 (centres undefined) | nt | -3 | nt | nt | nt | nt | 0.19 | -0.4 | 0
CCOC(=O)CSc1nnc2n(Cc3ccccc3)c(=O)c3c4c(sc3n12)CCC4 | 37 | 0 | 0.6 | 22 | -7 | -6 | -1.5* | 0.53 | -2
Cc1ccc(S(=O)(=O)n2nc(-c3cccnc3)nc2N)cc1 | 5 | nt | 1 | nt | nt | nt | -0.67 | -0.57 | nt
O=C1CCCc2nc(N3CCCCC3)sc21 | -19 | 1 | 1.2 | 7 | 3 | 22 | -0.0022 | -0.51 | -3
CCn1c(Cc2ccccc2)nnc1SCC(=O)NC(C)(C)C | -5 | 12 | 1.1 | 4 | 4 | 6 | 0.24 | -0.28 | -13
CCOC(=O)C1=C(C)NC(=O)NC1c1ccco1 (centres undefined) | -2 | nt | 1 | 2 | -2 | -8 | -0.83 | 1.6 | nt
CCCCNC(=O)CC(NS(=O)(=O)c1ccc(C)cc1)c1ccco1 (centres undefined) | 24 | 13 | 0.8 | -5 | 4 | 3 | -0.35 | -0.35 | -15
O=C(Nc1ccc2c(c1)OCO2)C1CCN(Cc2cnn(-c3ccccc3)c2-n2cccc2)CC1 | 69* | -9 | 0.3 | 4 | -3 | 1 | -0.58 | -0.54 | 7

Grouped by structure, those above with two or more sulfur atoms (three)
SMILES | CYP2C9 inh | PTPN22 act | CYP2C9 act | PostGolgi ctrl | E coli WT exp | PostGolgi yeast | DAT uptake mod | PTK2B oligo ant | LYP inh 2
CCOC(=O)c1sc(NC(=O)CSc2n[nH]c(-c3ccncc3)n2)c(C#N)c1C | 51* | 2 | 0.5 | -8 | -12 | -2 | -0.25 | -2.1 | 0
Cc1sc2nc3n(c(=O)c2c1C)CCCS3 | 7 | 12 | 0.9 | 14 | 2 | 0 | -0.78 | -0.18 | -13
CCOC(=O)CSc1nnc2n(Cc3ccccc3)c(=O)c3c4c(sc3n12)CCC4 | 37 | 0 | 0.6 | 22 | -7 | -6 | -1.5* | 0.53 | -2

The list continues.
SMILES | CYP2C9 inh | PTPN22 act | CYP2C9 act | PostGolgi ctrl | E coli WT exp | PostGolgi yeast | DAT uptake mod | PTK2B oligo ant | LYP inh 2
N#CCCN1CCN(S(=O)(=O)c2ccc(S(=O)(=O)NC3CC3)cc2)CC1 | 10 | nt | 0.9 | 5 | 2 | -1 | -0.48 | nt | nt
Cc1c(C(=O)COC(C)(C)C)[nH]c2ccccc12 | -8 | 1 | 1.1 | 6 | 11 | -24 | 0.3 | -0.08 | -2
CCc1nccn1S(=O)(=O)c1ccc(OC)c(C)c1C | -9 | -3 | 1.1 | 8 | 2 | -6 | -1.3 | 0.59 | -1
O=C(NC1=NCCS1)c1ccc(Cl)s1 | 4 | -5 | 1 | 17 | -3 | 14 | 0.004 | 0.02 | 9
CCC1SC2=NCN(c3ccccc3)CN2C1=O (centres undefined) | -18 | -5 | 1.2 | -3 | 2 | 12 | -2.1 | nt | 3
COc1ccc(NC(=O)CN(c2cc(C)cc(C)c2)S(=O)(=O)c2c(C)noc2C)cc1OC | 50* | nt | 0.5 | 6 | -5 | -8 | -0.65 | nt | nt
CC(C)(NO)/C(=N\O)c1ccccc1 | -15 | 0 | 1.2 | 3 | -5 | -14 | -0.91 | -0.26 | 2
CSc1ccc(/C=N/n2nnnc2N)cc1 | -2 | nt | 1 | 1 | 2 | 8 | -0.71 | 0.13 | nt
O=C(Nc1ccc2nccnc2c1)c1cnccn1 | 2 | 3 | 1 | 15 | 0 | -2 | -1 | 1.1 | -1
CCOC(=O)CCCNC(=O)c1cncc(O)c1 | 14 | 0 | 0.9 | 4 | 3 | 15 | nt | 2.4 | -3
Cn1ncc2c1ncn1nc(COc3ccc4ccccc4c3)nc21 | -13 | -12 | 1.1 | 12 | 3 | -6 | -0.45 | 0.92 | 12
CC(=O)N1CCN(Cc2nc3cc(NS(C)(=O)=O)ccc3n2C)CC1 | -16 | 13 | 1.2 | 3 | -1 | 3 | -0.59 | 0.87 | -17
CC(SCc1ccccc1)C(=O)NN=C1CCN(C)CC1 (centres undefined) | -9 | 10 | 1.1 | 0 | 5 | -3 | -0.16 | 0.22 | -5
CC(=O)Nc1cc(C(=O)O)ccc1S(=O)(=O)c1ccc(Cl)cc1 | nt | -6 | nt | 8 | 0 | -2 | -0.8 | 1.8 | 4
COc1ccc2[nH]c(=O)c(CN(Cc3ccco3)C(=O)c3ccccc3)cc2c1 | 30 | 2 | 0.7 | 9 | -4 | -1 | 0.46 | 0.12 | -4
Cn1nc(C(F)(F)F)c2cc(C(=O)Nc3ccc(F)cc3F)sc21 | -61 | -6 | 1.6 | -2 | -3 | -10 | 1.6 | -0.75 | 3
CCn1c(-c2ccc3ncccc3c2)n[nH]c1=S | 3 | 42* | 1 | 4 | 1 | 19 | 3.1* | 1.3 | -39

Screening results from PubChem BioAssay.
